CIT2 TOR yeast – alters CIT2-GFP fluorescence in TOR pathway yeast screen. S. cerevisiae CIT2-GFP strain, flow cytometry, 3 h; 100 means same as DMSO wells. GFP response vs DMSO, % at 10 µM. AID 2029. 0.065% of 320,000 active;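 active = GFP response relative to DMSO above a set limit, near the screen mean plus 3 SD, cut at about 150% in these data; inconclusive = Fewer than 70 cells measured for a yeast strain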;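 note: ratio of well median GFP fluorescence to mean of DMSO wells on the plate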
AGP1-GFP MLPCN – alters AGP1-GFP fluorescence in TOR pathway yeast screen; GFP response vs DMSO, % at 10 µM; AID 2066; S. cerevisiae AGP1-GFP multiplex flow cytometry, 3 h; GFP as percent of DMSO wells; 0.02% of 320,000 active;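 active = GFP response relative to DMSO above a set limit, near screen average plus 3 SD, cut at about 150% in these data; inconclusive = fewer than 70 cells counted for the yeast strain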;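 note: median GFP channel fluorescence of the gated AGP1 strain per well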
MCL1-BIM inh – inhibitors of human MCL1 binding to BIM-BH3 peptide. AID 2057. inhibition, % at 10.9 µM. Q07820. 0.68% of 320,000 active. GST-MCL1 / FITC-Bim-BH3 fluorescence polarization;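 active = inhibition above the mean inhibition of all tested compounds plus 3 SD, set per campaign, cut at about 40% in these data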;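 note: 0% = DMSO wells and 100% = unlabeled Bim-BH3 peptide control; higher means more loss of mP so more displacement of Bim peptide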
Target sequence (Q07820 whole entry, looked up): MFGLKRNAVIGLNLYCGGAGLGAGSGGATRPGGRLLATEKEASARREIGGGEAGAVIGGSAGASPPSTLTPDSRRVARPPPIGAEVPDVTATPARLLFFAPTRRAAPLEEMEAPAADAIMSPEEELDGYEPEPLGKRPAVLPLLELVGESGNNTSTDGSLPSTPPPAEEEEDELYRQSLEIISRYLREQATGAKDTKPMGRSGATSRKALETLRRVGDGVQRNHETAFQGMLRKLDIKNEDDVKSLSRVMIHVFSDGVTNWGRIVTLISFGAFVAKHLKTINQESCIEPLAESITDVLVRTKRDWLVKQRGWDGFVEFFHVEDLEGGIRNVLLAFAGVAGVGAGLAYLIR
BCLXL inh – blocks human Bcl-xL binding to Bim BH3 peptide. 0.7% of 320,000 active. AID 2129. Q07817. inhibition, % at 10.9 µM. GST-Bcl-xL / FITC-Bim BH3 peptide fluorescence polarization;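 active = inhibition above the mean of all tested compounds plus 3 SD, cutoff set per campaign, cut at about 30% in these data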;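 note: 0% = DMSO wells and 100% = unlabeled Bim-BH3 peptide competitor; inhibitors lower millipolarization by displacing the labeled peptide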
Target sequence (Q07817 whole entry, looked up): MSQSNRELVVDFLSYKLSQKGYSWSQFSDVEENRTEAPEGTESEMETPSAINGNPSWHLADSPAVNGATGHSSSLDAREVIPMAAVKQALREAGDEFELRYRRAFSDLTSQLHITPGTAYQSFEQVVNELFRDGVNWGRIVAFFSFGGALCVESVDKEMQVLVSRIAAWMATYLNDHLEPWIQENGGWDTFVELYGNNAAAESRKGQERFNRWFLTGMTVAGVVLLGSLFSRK
VLA-4 inh – inhibition in a human VLA-4 binding assay | P13612 | VLA-4 expressing cells, ligand binding flow cytometry | inhibition, % (about 7 µM as worked out from the volumes in the protocol) | 0.2% of 330,000 active | AID 2557; in the data active = inhibition above about 50%
CR mimetic SO – caloric restriction mimetics inhibiting age-related superoxide in yeast. superoxide response (% of plate mean), % at 10 µM. AID 2690. 0.18% of 330,000 active. S. cerevisiae aged cells, superoxide DHE fluorescence; stronger effect = lower value;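 active = superoxide response under a set limit, about three screen SD below normal, cut at about 65% in these data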;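 note: yeast aged for seven days with compound at 30 °C before DHE staining; 100% = average MFI of all compound-treated wells on the plate with controls excluded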
GLD-1 TGE inh – GLD-1-TGE RNA interaction inhibition (C. elegans); Q17339; purified GLD-1 + fluorescein TGE RNA, fluorescence polarization; inhibition, % at 5.96 µM; 0.44% of 320,000 active;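 active = percent inhibition above a per-plate cutoff, the plate mean of test compounds plus 3 SD, cut at about 30% in these data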;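 note: 0% = DMSO wells with GLD-1 and probe and 100% = wells lacking GLD-1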
GRK2 inh – human GRK2 inhibition via aptamer displacement | P25098 | bead flow cytometry, FAM-aptamer displacement from GRK2 | inhibition of aptamer binding, % at 10 µM | 0.59% of 330,000 active;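 active = inhibition of aptamer binding above 40%, roughly 3 SD of noise, on plates passing a quality check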;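 note: median bead fluorescence of bound FAM aptamer so fluorescent compounds give negative values; no value below 0 was filed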
MEX-5 binding – C. elegans MEX-5 TCR-2 RNA binding activity; Q9XUB2; MEX-5/FITC-TCR2 RNA binding, fluorescence polarization; stronger effect = lower value; activity score (negative = inhibition of binding), % at 10 µM; 0.38% of 300,000 active;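 active = inhibition past about -25% in most replicates, and total fluorescence under double the plate's negative control median, limit read from the data; inconclusive = replicates evenly split on the limit, or fluorescence at least double controls; inactive = too little inhibition in most replicates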;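 note: 0% = DMSO and -100% = 5 µM competing unlabeled TCR2 RNA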
Target sequence (Q9XUB2 whole entry, looked up): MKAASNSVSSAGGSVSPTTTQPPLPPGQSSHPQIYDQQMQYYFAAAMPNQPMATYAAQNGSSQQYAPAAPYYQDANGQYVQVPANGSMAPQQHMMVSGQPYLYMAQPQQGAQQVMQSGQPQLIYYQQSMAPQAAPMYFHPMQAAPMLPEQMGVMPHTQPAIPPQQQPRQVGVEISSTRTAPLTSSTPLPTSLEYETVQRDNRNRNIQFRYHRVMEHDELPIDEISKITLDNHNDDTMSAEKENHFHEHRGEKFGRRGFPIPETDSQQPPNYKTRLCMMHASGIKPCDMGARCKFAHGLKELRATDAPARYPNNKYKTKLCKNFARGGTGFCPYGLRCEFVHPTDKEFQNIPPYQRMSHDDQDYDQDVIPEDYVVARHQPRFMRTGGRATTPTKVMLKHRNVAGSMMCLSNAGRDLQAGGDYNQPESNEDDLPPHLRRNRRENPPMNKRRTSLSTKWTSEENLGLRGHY
* hit, by the source's call; u = inconclusive; x = no result given; [ ] = another dose, or the depositor's remark.

Each structure is followed by: CIT2 TOR yeast | AGP1-GFP MLPCN | BCLXL inh | GLD-1 TGE inh | CR mimetic SO | MEX-5 binding | VLA-4 inh | MCL1-BIM inh | GRK2 inh
- COc1ccccc1Nc1ncc(C(C)=O)c(C)n1
    104 | 93 | 1 | 2 | 85 | 2.5 | -13 | 3 | 0
- O=C(Nc1ccc(Br)cc1)N1CCCCCC1
    95 | 85 | 8 | -2 | 98 | 0.3 | 17 | 8 | 8
- COc1ccc(/C=C2\COc3ccccc3C2=O)c(OC)c1
    95 | 89 | 0 | 0 | 100 | -1.4 | 1 | 1 | 3
- Cc1cc(Cl)c(S(=O)(=O)Nc2ccc(S(=O)(=O)N3CCOCC3)cc2)cc1OCC(N)=O
    108 | 108 | 1 | -1 | 85 | 3.7 | -24 | 1 | 0
- CCOC(=O)c1ccc(CNS(=O)(=O)c2c(C)ccc3nsnc23)o1
    100 | 100 | 5 | -7 | 98 | -0.2 | 21 | 4 | 0
- O=c1cc(CSc2nnc(C3CC3)n2Cc2ccccc2)nc2sccn12
    84 | 96 | 13 | 8 | 104 | -5.1 | -10 | 14 | 3
- CCCCOCCCNCc1cccn1CCN1CCOCC1
    100 | 100 | 1 | 4 | 96 | 0.6 | 1 | -5 | 0
- NS(=O)(=O)c1cccc(NC(=O)CN2CCN(S(=O)(=O)c3ccc4c(c3)OCCO4)CC2)c1
    112 | 109 | x | 1 | 98 | x | -2 | x | 2
- CCOc1ccccc1CN1CCN(Cc2nc3ccccc3s2)CC1CCO (centres undefined)
    102 | 99 | 1 | 4 | 99 | -5.5 | 11 | 5 | 3
- O=C1NC(=O)/C(=C/c2ccc(O)cc2)S1
    105 | 103 | -1 | -1 | 86 | -0.6 | 7 | -3 | 8
- COc1ccc(-c2[nH]ncc2CN2CCC(OCc3ccccn3)CC2)c(F)c1
    102 | 102 | 1 | -5 | 102 | -0.1 | 0 | 1 | 2
- CCCC1=C(C(=O)OCC)C(c2ccco2)n2ncnc2N1 (centres undefined)
    97 | 110 | 4 | 3 | 108 | -0.3 | 5 | 3 | 2
- O=C(c1ccccc1)N1CCCCC(S(=O)(=O)c2ccc3ccccc3c2)C1=O (centres undefined)
    102 | 102 | 6 | -1 | 105 | -0.3 | -4 | 9 | 1
- COc1ccc(C(=O)O)cc1S(=O)(=O)N1CCN(Cc2ccc3c(c2)OCO3)CC1
    106 | 96 | x | 6 | 86 | x | 6 | x | 1
- Cc1oc2c(CN(C)C)c(O)ccc2c(=O)c1-c1cscn1
    102 | 99 | 3 | 6 | 97 | 0.2 | -11 | 6 | 3
- CN(N)C(=S)NCc1ccccc1
    103 | 112 | -1 | 2 | 99 | 1.6 | -22 | 10 | 5
- CCN1CCN(C(=O)c2ccc3c(c2)N(Cc2ccc(F)cc2)C(=O)c2ccccc2S3=O)CC1 (centres undefined)
    98 | 102 | -2 | 2 | 100 | -1.5 | -3 | 3 | 0
- Cc1ccc(C(=O)CCNc2cccc(Br)c2)o1
    91 | 90 | -2 | -2 | 86 | 0.5 | -4 | 3 | 1
- Oc1ccc(Br)cc1/C=N/n1c(C2CCCCC2)n[nH]c1=S
    100 | 91 | -8 | -2 | 103 | -0.8 | 9 | -15 | 0
- N#C/C(=C/c1ccc(Oc2ccc([N+](=O)[O-])cn2)cc1)C(=O)N1CCOCC1
    96 | 104 | 5 | -1 | 123 | -0.6 | 8 | -2 | 1

Taken from above (16 entries):
Each structure is followed by: CIT2 TOR yeast | AGP1-GFP MLPCN | BCLXL inh | GLD-1 TGE inh | CR mimetic SO | MEX-5 binding | VLA-4 inh | MCL1-BIM inh | GRK2 inh
- O=C(Nc1ccc(Br)cc1)N1CCCCCC1
    95 | 85 | 8 | -2 | 98 | 0.3 | 17 | 8 | 8
- COc1ccc(/C=C2\COc3ccccc3C2=O)c(OC)c1
    95 | 89 | 0 | 0 | 100 | -1.4 | 1 | 1 | 3
- Cc1cc(Cl)c(S(=O)(=O)Nc2ccc(S(=O)(=O)N3CCOCC3)cc2)cc1OCC(N)=O
    108 | 108 | 1 | -1 | 85 | 3.7 | -24 | 1 | 0
- CCOC(=O)c1ccc(CNS(=O)(=O)c2c(C)ccc3nsnc23)o1
    100 | 100 | 5 | -7 | 98 | -0.2 | 21 | 4 | 0
- O=c1cc(CSc2nnc(C3CC3)n2Cc2ccccc2)nc2sccn12
    84 | 96 | 13 | 8 | 104 | -5.1 | -10 | 14 | 3
- CCCCOCCCNCc1cccn1CCN1CCOCC1
    100 | 100 | 1 | 4 | 96 | 0.6 | 1 | -5 | 0
- NS(=O)(=O)c1cccc(NC(=O)CN2CCN(S(=O)(=O)c3ccc4c(c3)OCCO4)CC2)c1
    112 | 109 | x | 1 | 98 | x | -2 | x | 2
- CCOc1ccccc1CN1CCN(Cc2nc3ccccc3s2)CC1CCO (centres undefined)
    102 | 99 | 1 | 4 | 99 | -5.5 | 11 | 5 | 3
- O=C1NC(=O)/C(=C/c2ccc(O)cc2)S1
    105 | 103 | -1 | -1 | 86 | -0.6 | 7 | -3 | 8
- COc1ccc(-c2[nH]ncc2CN2CCC(OCc3ccccn3)CC2)c(F)c1
    102 | 102 | 1 | -5 | 102 | -0.1 | 0 | 1 | 2
- CCCC1=C(C(=O)OCC)C(c2ccco2)n2ncnc2N1 (centres undefined)
    97 | 110 | 4 | 3 | 108 | -0.3 | 5 | 3 | 2
- O=C(c1ccccc1)N1CCCCC(S(=O)(=O)c2ccc3ccccc3c2)C1=O (centres undefined)
    102 | 102 | 6 | -1 | 105 | -0.3 | -4 | 9 | 1
- COc1ccc(C(=O)O)cc1S(=O)(=O)N1CCN(Cc2ccc3c(c2)OCO3)CC1
    106 | 96 | x | 6 | 86 | x | 6 | x | 1
- Cc1oc2c(CN(C)C)c(O)ccc2c(=O)c1-c1cscn1
    102 | 99 | 3 | 6 | 97 | 0.2 | -11 | 6 | 3
- CN(N)C(=S)NCc1ccccc1
    103 | 112 | -1 | 2 | 99 | 1.6 | -22 | 10 | 5
- CCN1CCN(C(=O)c2ccc3c(c2)N(Cc2ccc(F)cc2)C(=O)c2ccccc2S3=O)CC1 (centres undefined)
    98 | 102 | -2 | 2 | 100 | -1.5 | -3 | 3 | 0

Additional entries:
Each structure is followed by: CIT2 TOR yeast | AGP1-GFP MLPCN | BCLXL inh | GLD-1 TGE inh | CR mimetic SO | MEX-5 binding | VLA-4 inh | MCL1-BIM inh | GRK2 inh
- CC1CCN(Cc2nnnn2CCCC(=O)NCCc2cnn(C)c2)CC1
    104 | 103 | 4 | 1 | 91 | -1.0 | -2 | 2 | 1
- O=C(CSc1ncnc2c1nnn2Cc1ccccc1)NC1CCCC1
    91 | 97 | 3 | -9 | 102 | 1.2 | 11 | 5 | 0
- c1ccc(OCCN2CCOCC2)cc1
    110 | 106 | 0 | 1 | 100 | -0.2 | 0 | 8 | 0
- COc1ccc(CN(CCN2CCOCC2)C(=O)c2c(F)cccc2F)cc1OC
    106 | 109 | 5 | 4 | 77 | 1.1 | 3 | -6 | 3
- O=C(NC(=S)Nc1ccccc1Cl)c1cncc(C#Cc2ccccc2)c1
    96 | 110 | 7 | 5 | 95 | 0.8 | 9 | 7 | 0
- CCC(C(=O)N1CCOCC1)n1nc(C)c2sc3ccccc3c2c1=O (centres undefined)
    102 | 97 | 5 | -2 | 67 | 0.9 | 16 | 4 | 1
- COc1ccc(C)cc1NC(=O)C1C2C=CC(C2)C1C(=O)O (centres undefined)
    119 | 112 | 3 | -9 | 88 | -0.1 | 1 | -3 | 4
- CCN(CC)c1ccc(C2C3CCCCC3(O)CCN2C(=O)c2cccs2)cc1 (centres undefined)
    113 | 108 | 2 | -4 | 106 | -2.3 | 9 | 5 | 0
- Cc1cc(C)c2c(C(C)(C)C)nn(-c3ccccc3)c2n1
    105 | 108 | 0 | -4 | 106 | -1.4 | 3 | 5 | 0
- Cc1ccccc1NC(=O)COc1nsnc1N1CCOCC1
    105 | 99 | 4 | -1 | 102 | -2.1 | 6 | 3 | 0
- CCCn1c(SCC(=O)c2cc(C)c(C)cc2C)n[nH]c1=O
    103 | 105 | -3 | -4 | 106 | 5.6 | 4 | -1 | 6
- CNC(=S)N/N=C/c1cn(Cc2ccc(F)cc2)c2ccccc12
    96 | 102 | 3 | 6 | 86 | 1.2 | -1 | 7 | 3
- CC(C)C(NS(=O)(=O)c1cccc2nsnc12)C(=O)NC1CCCCC1 (centres undefined)
    98 | 95 | 2 | -7 | 79 | x | 3 | -3 | 5
- Cc1ccc(CN(C(=O)c2ccco2)C(C(=O)NC2CCCC2)c2cccnc2)cc1 (centres undefined)
    96 | 104 | -4 | 2 | 111 | 0.1 | -57 | -5 | 0
- Cc1nc(C(C)N(C)Cc2nc(-c3ccc4c(c3)OCO4)no2)c(C)s1 (centres undefined)
    78 | 98 | 0 | 1 | 87 | -2.0 | -6 | 2 | 0
- COCC(O)CSc1c([N+](=O)[O-])nc(C)n1Cc1ccc(OC)c([N+](=O)[O-])c1 (centres undefined)
    86 | 86 | -2 | 8 | 102 | 0.7 | -4 | 4 | 2
- COc1ccccc1C(=O)NC(=O)COC(=O)c1cccc(C)c1O
    92 | 110 | -6 | 8 | 110 | 0.5 | -3 | -8 | 2
- O=C(COc1ccccc1C(=O)O)Nc1nc2ccc([N+](=O)[O-])cc2s1
    91 | 92 | -7 | 0 | 94 | 0.4 | -1 | -11 | 13
- CN1CCN(C/C(=C2/N=C(c3ccccc3)OC2=O)N(C)C)CC1
    100 | 99 | 5 | 5 | 77 | -3.0 | -13 | 3 | 6
- COc1cc2c(cc1OC)C(NNC(=O)c1ccc(Br)o1)=NC(C)(C)C2
    107 | 103 | -3 | -1 | 76 | -2.2 | -3 | 4 | 2
- COCCCNC(=O)Cn1cnc2sc(C)c(S(=O)(=O)N3CCN(c4ccccc4OC)CC3)c2c1=O
    102 | 102 | 3 | 2 | 92 | -1.6 | 0 | 1 | 0
- Cc1cc(C)c(NC(=O)Cn2nnc(C(=O)NCCc3ccccc3)c2N)c(C)c1
    105 | 100 | 3 | 5 | 94 | -0.1 | -4 | 5 | 0
- Cc1nc(Nc2cnc(/C=C/c3cc(C(=O)Nc4cccc(C(F)(F)F)c4)ccc3C)cn2)cc(N2CCNCC2)n1
    u | 12[may fluoresce violet] | -3 | -19 | 99 | 5.3 | -85 | -5 | 0
- CCCSc1nnc2nc3c(nn12)c1ccccc1n3C
    99 | 94 | 9 | 5 | 136 | -35* | 22 | 2 | 3
- Cc1cccc(NC(=O)c2cc(S(=O)(=O)N3CCCC3)cn2C)c1
    125 | 109 | 3 | 0 | 80 | 0.8 | 0 | 8 | 3
- Cc1ccccc1NC(=O)Nc1ccccc1C(N)=O
    96 | 99 | 1 | -1 | 92 | -2.4 | 5 | 5 | 0
- COc1ccccc1C(=O)c1c(C)c(CCC#N)n2ccccc12
    104 | 104 | 1 | 3 | 104 | -0.2 | 8 | -5 | 3
- Cc1ccc(N(C(=O)c2csnn2)C(C(=O)NC(C)(C)C)c2cccs2)cc1 (centres undefined)
    103 | 101 | 7 | 10 | 88 | 2.0 | -8 | 8 | 0

Screening results deposited in PubChem BioAssay by several laboratories.
